Assay outcomes from PubChem.
Hsp70 displacement – Hsp70 inhibitors, probe displacement, primary screen, biochemical, fluorescence polarization (AID 583). Heat shock 70 kDa protein 1A (Homo sapiens). Hsp70 fluorescence polarization probe displacement, mP; higher % means a stronger effect. displacement, % at 20 µM; hits with a dose series show IC50 in µM. 140,000 compounds, 0.06% hits; in the data active = displacement above about 50%;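 also: plate controls were vehicle for no effect and reference ligand for full effect; a part of the inactive calls stands beside numbers as strong as those of hits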
MKP-3 inhibition – MKP-3 phosphatase inhibitors, primary screen, biochemical, rat enzyme, in vitro (AID 425); 110,000 compounds, 0.17% hits; recombinant MKP-3 phosphatase activity, fluorescence; higher % means a stronger effect; Dual specificity protein phosphatase 6 (Rattus norvegicus); inhibition, % at 20 µM, or IC50 in µM where a hit was titrated; in the data active = inhibition above about 50%;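 also: plate controls were vehicle for no effect and reference inhibitor for full effect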
Numbers without * were called inactive; . = no result given; & = joins results of further samples.

SMILES	Hsp70 displacement	MKP-3 inhibition
O=C(CCN1C(=O)c2ccccc2C1=O)OCN1C(=O)c2ccccc2C1=O	2.7%	-0.9%
COc1cc(/C=N/NC(=O)c2ccc([N+](=O)[O-])cc2)ccc1OC(=O)c1sc2ccccc2c1Cl	7.6%	0.7%
O=C(Nc1ccc(Cl)cc1)NC1CC1	-4.7%	-1.5%
O=C(NCCO)C(=O)Nc1ccc(Cl)c(C(F)(F)F)c1	-2.2%	1.4%
COc1cccc(CN2C(=O)CCC2(C)C(=O)NC2CCCCC2)c1 (configuration not stated)	4.2%	-9.2%
Cc1ccc(C)c(NC(=O)CS(=O)(=O)c2c[nH]c3ccccc23)c1	0.0%	2.1%
O=C(NC1CCCCC1)N1CCc2[nH]c3ccccc3c2C1	4.1%	-9.8%
CCOC(=O)c1c(NC(=O)C(Cl)(Cl)Cl)sc2c1CCC2	4.9%	2.8%
COc1ccc(NC(=O)c2ccc(CN3CCc4ccccc4C3)cc2)cc1OC	0.7%	3.9%
Cc1ccc(NC(=O)CN2C(=O)S/C(=C\c3ccc(-c4cccc(C(=O)O)c4C)o3)C2=O)cc1	-27.0%	.
Cc1cc(C)cc(NC(=O)CCNS(=O)(=O)c2ccc3c(c2)oc(=O)n3C)c1	-3.5%	-3.8%
CCC(=O)Nc1sc2c(c1C(=O)Nc1ccccc1OC)CCC2	7.5%	10.9%
CCC1CCCCN1C(=O)CSc1nc2c(cnn2-c2ccc(C)cc2)c(=O)[nH]1 (configuration not stated)	0.8%	-6.7%
COc1ccc(-c2nc(CSCC(=O)NCc3ccc4c(c3)OCO4)c(C)o2)cc1OC	.	4.8%
CCOc1ccc(N2C(=O)CC(N3CCN(c4ccccc4F)CC3)C2=O)cc1 (configuration not stated)	3.6%	-6.9%
Cc1nc(N[C@@H](Cc2ccccc2)C(=O)O)c2oc3ccccc3c2n1	-1.3%	.
O=C(NCc1ccco1)C1CCCN(S(=O)(=O)c2cccc3cccnc23)C1 (configuration not stated)	-0.9%	-2.7%
CC(C)n1c(=O)[nH]c2ccccc21	0.5%	-1.7%
C=CC(=O)N1c2ccccc2Sc2ccc(NC(=O)OCC)cc21	0.9%	.
Cc1cc(C)cc(N2CCCC2=O)c1	1.8%	.
COc1ccc(NC(=O)Nc2ccc(Cl)c(Cl)c2)cc1OC	-1.3%	0.7%
Cc1cc(C)nc(NS(=O)(=O)c2ccc(NC(=O)c3cc4cc([N+](=O)[O-])ccc4s3)cc2)n1	1.4%	5.8%
CN(Cc1ccccc1)c1nc2c(c(=O)[nH]c(=O)n2C)n1Cc1ccccc1Cl	-1.1%	8.2%
O=C(Nc1nnc(CC(=O)N2CCCC2)s1)c1cnccn1	1.1%	-13.1%
O=c1c2cnn(-c3ccccc3)c2nc(-c2ccccc2)n1-c1ccccc1	-3.5%	0.8%
Cc1ccc(Nc2nc(N)nc(CSc3nncn3C)n2)cc1	1.5%	.
CN=Cc1c(NC)nc2c(C)cccn2c1=O	-0.2%	.
Cc1cccc(N)c1SC1CCCCC1O (configuration not stated)	-3.8%	6.8%
COc1ccc(-c2csc(NC(=O)c3cccc(Cl)c3)c2C(=O)O)cc1	-0.5%	3.5%
Cc1nn(Cc2ccccc2)c(C)c1S(=O)(=O)O	-4.2%	0.3%
COc1cccc(C2C(C(=O)c3cc4cccc(OC)c4o3)=C(O)C(=O)N2c2cc(C)on2)c1OC (configuration not stated)	1.0%	-6.6%
O=c1cc(NCc2ccccc2)nc2n1CCCS2	-8.4%	-10.6%
COc1cccc(OCCn2c(C)c(/C=N/n3cnnc3)c3ccccc32)c1	-2.3%	-13.6%
CC(NC(=O)COc1cc(=O)n(C)c2ccccc12)c1ccc2c(c1)OCCO2 (configuration not stated)	2.9%	5.9%
COCCC(=O)N(Cc1ccc2c(c1)OCO2)C(C(=O)NC1CCCCC1)c1ccncc1 (configuration not stated)	-3.9%	-19.3%
CCOC(=O)c1sc(NC(=O)CSc2nc3c(cc2C#N)CCCCCC3)c(C#N)c1C	-7.2%	-0.9%
CCN1CCN(Cc2nc(N)nc(Nc3ccc(C)c(C)c3)n2)CC1	3.3%	-6.8%
COc1ccc(OC)c(CNC(=O)CCNC(=O)Cn2ccc3ccccc3c2=O)c1	-2.3%	-0.6%
CCOC(=O)N1CCN(Cc2nc3c(c(=O)[nH]c(=O)n3C)n2CCCc2ccccc2)CC1	3.6%	-6.7%
COc1ccnc(CSC(N)=Nc2ccccc2OC)c1	2.0%	.
COCCCNC(=O)C(C#N)c1nc2ccccc2nc1N1CCN(Cc2ccccc2)CC1 (configuration not stated)	54.4%	-1.8%
CCOC(=O)C(Cc1ccccc1)P(=O)(OCC)OCC (configuration not stated)	-1.6%	-1.0%
CCC(c1nnnn1Cc1ccco1)N(CCc1ccccc1)Cc1cc2cccc(C)c2[nH]c1=O (configuration not stated)	-6.5%	11.2%
CCOc1nc(Nc2cc(Cl)ccc2OC)nc(OCC)n1	-17.0%	.
COc1ccccc1/C=C/C=N\N1CCN(c2ccc(Cl)cc2)CC1	-2.5%	1.2%
CC(Cc1ccccc1)N=Cc1c(O)[nH]c2ccccc12 (configuration not stated)	1.1%	3.3%
COc1ccc(C2CC(=O)C3=C(C2)Nc2ccccc2NC3c2ccc([N+](=O)[O-])cc2)cc1OC (configuration not stated)	3.9%	4.1%
COc1ccc(C(=O)N2CCN(Cc3ccc(C(F)(F)F)cc3)CC2)cc1OC	-0.7%	3.4%
CCOC(=O)C1=NN(C(=O)c2cccc(Br)c2)C(O)(C(C)(C)C)C1 (configuration not stated)	4.1%	1.1%
CC(C)=C(NC(=O)c1ccccc1)C(=O)N1CCCCC1	0.8%	0.2%
Cc1ccc(NC(=O)COc2cccc(C)c2C)cc1Cl	3.2%	2.3%
COc1ccccc1C(=O)N/N=C(\C)c1cccnc1	1.8%	0.3%
COc1ccc(NC(=O)C2CC2)c2ncccc12	-0.3%	2.9%
COc1ccc(CCNC(=O)C2CCN(S(=O)(=O)c3ccc(Cl)cc3)CC2)cc1OC	7.1%	.
CCOC(=O)N1CCN(C(=O)C2CC(c3ccc(F)cc3)=NO2)CC1 (configuration not stated)	4.7%	-6.5%
CCOC(=O)c1c(N/C=C(\C=O)c2nc3cc(Cl)ccc3o2)sc2c1CCCC2	-3.1%	-1.8%
COCCNc1nc2ccccc2nc1NS(=O)(=O)c1ccc(C)cc1C	-1.2%	.
CCn1c(SCC(=O)Nc2ccccc2C(=O)OC)nnc1-c1cccc(C)c1	2.5%	.
CCS(=O)(=O)n1nc(-c2ccc(Cl)cc2)nc1SCc1ccccc1	1.1%	.
COC(=O)COc1ccc2c(-c3ccccc3)cc(=O)oc2c1C	0.4%	-2.4%

An excerpt from above in order of the MKP-3 inhibition value, largest number first:
SMILES	Hsp70 displacement	MKP-3 inhibition
COc1ccc(C2CC(=O)C3=C(C2)Nc2ccccc2NC3c2ccc([N+](=O)[O-])cc2)cc1OC (configuration not stated)	3.9%	4.1%
COc1ccc(C(=O)N2CCN(Cc3ccc(C(F)(F)F)cc3)CC2)cc1OC	-0.7%	3.4%
Cc1ccc(NC(=O)COc2cccc(C)c2C)cc1Cl	3.2%	2.3%
COc1ccccc1C(=O)N/N=C(\C)c1cccnc1	1.8%	0.3%
CCOC(=O)C(Cc1ccccc1)P(=O)(OCC)OCC (configuration not stated)	-1.6%	-1.0%
COCCCNC(=O)C(C#N)c1nc2ccccc2nc1N1CCN(Cc2ccccc2)CC1 (configuration not stated)	54.4%	-1.8%
CCOC(=O)N1CCN(C(=O)C2CC(c3ccc(F)cc3)=NO2)CC1 (configuration not stated)	4.7%	-6.5%

A draw from above in order of count of non-hydrogen atoms, smallest number first:
SMILES	Hsp70 displacement	MKP-3 inhibition
CCOC(=O)C(Cc1ccccc1)P(=O)(OCC)OCC (configuration not stated)	-1.6%	-1.0%
CCOC(=O)C1=NN(C(=O)c2cccc(Br)c2)C(O)(C(C)(C)C)C1 (configuration not stated)	4.1%	1.1%
CCOC(=O)c1c(N/C=C(\C=O)c2nc3cc(Cl)ccc3o2)sc2c1CCCC2	-3.1%	-1.8%
COc1ccc(C2CC(=O)C3=C(C2)Nc2ccccc2NC3c2ccc([N+](=O)[O-])cc2)cc1OC (configuration not stated)	3.9%	4.1%
CCC(c1nnnn1Cc1ccco1)N(CCc1ccccc1)Cc1cc2cccc(C)c2[nH]c1=O (configuration not stated)	-6.5%	11.2%

(listing goes on)
SMILES	Hsp70 displacement	MKP-3 inhibition
Cc1ccc(S(=O)(=O)Oc2ccc(Br)cc2/C=C2\SC(N)=NC2=O)cc1	-1.3%	3.3%
CCOC(=O)N1CCC(NC(=O)CCC(=O)N2CC(C)Oc3ccc(C)cc32)CC1 (configuration not stated)	4.9%	5.0%
O=C(COC(=O)CCc1c[nH]c2ccccc12)NC1CCS(=O)(=O)C1 (configuration not stated)	-3.1%	-9.4%
CC(C)(C)C(=O)Nc1cc(C(F)(F)F)ccc1N1CCOCC1	0.9%	.
COc1ccccc1NC(=O)C1=C(C)NC(SCC(=O)Nc2ccc(Br)cc2)=C(C#N)C1c1ccco1 (configuration not stated)	-0.1%	3.1%
COc1ccc(OC)c(NC(=O)C2CCCN2C(=O)OCc2ccccc2)c1 (configuration not stated)	-5.0%	.
O/N=C1/C2C3CC4C5C3C1C5C1(OCCO1)C42 (configuration not stated)	1.4%	-2.5%
O=C1CSc2ccc(C(=O)NCCC3=CCCCC3)cc2N1	8.2%	.
Cc1cc(NCc2ccc(F)cc2Cl)n2nnnc2n1	2.3%	0.4%
COc1ccc(NC(=O)c2cccc(F)c2)cc1Cl	0.5%&-4.1%	2.7%
COC(=O)C1=C(C)N=c2s/c(=C/C=C/c3ccccc3)c(=O)n2C1c1ccccc1 (configuration not stated)	2.5%	-0.6%
Cc1cccc2cc3c(nc12)SC(=NCC1CCCO1)N(Cc1ccco1)C3 (configuration not stated)	1.2%	3.6%
CC(=O)N1CCCc2cc(S(=O)(=O)Nc3ccc4c(c3)OCO4)ccc21	-0.2%	-7.2%
CC(C)COc1ccc(C(=O)N2c3ccccc3CC2C)cc1 (configuration not stated)	3.1%	4.6%
O=C(NC1CCCC1)C1CCCN1C(=O)Nc1ccccc1Cl (configuration not stated)	-1.9%	-3.9%
CCOc1ccc(C(=O)Nc2ccc(C)cc2[N+](=O)[O-])cc1Cl	3.8%	3.1%
Clc1cccc(OCCCCCCN2CCOCC2)c1	-1.5%	-2.1%
O=C(Cc1ccc(Cl)cc1)NCc1ccco1	3.3%	0.0%
COC(=O)C1=C(C)NC2=C(C(=O)CC(c3ccc(OC)c(OC)c3)C2)C1c1ccc(OC)c(OC)c1 (configuration not stated)	-0.5%	5.0%
CC1(C)Cc2c(cnn2-c2ccccc2)-c2c1c1ccccc1n2CC(O)CBr (configuration not stated)	-0.2%	.
COc1ccc(C2/C(=C(/O)c3ccccc3)C(=O)C(=O)N2c2cccc([N+](=O)[O-])c2)cc1 (configuration not stated)	-2.5%	0.4%
O=C(NC1CCS(=O)(=O)C1)c1cccc(S(=O)(=O)N2CCCCC2)c1 (configuration not stated)	6.3%	-2.3%
CCc1ccc2[nH]c(=O)c(CN(CCCN3CCOCC3)C(=O)Nc3ccc(Cl)cc3)cc2c1	-3.8%	10.9%
CCCc1c(C)c2cc(C)ccc2[nH]c1=O	0.3%&-4.9%	-10.5%&1.3%
COc1ccc(NC(=O)N(CCc2ccccc2)Cc2cc3c(C)cc(C)cc3[nH]c2=O)cc1	-2.0%	.
CC[n+]1ccc(C(O)P(=O)(c2ccccc2)c2ccccc2)cc1 (configuration not stated)	-0.2%	2.4%
Clc1ccc(Cc2noc(Cc3ccccc3)n2)cc1Cl	-2.8%	-10.2%
CCn1c(=O)c(C(=O)NCCN2CCOCC2)c(O)c2ccccc21	-2.4%	-3.6%
COc1ccc(N(CC(=O)NCc2ccncc2)S(=O)(=O)c2ccc(C)cc2)cc1	-1.4%	-5.8%
O=C(CCS(=O)(=O)Cc1ccc(Cl)cc1)NCCCN1CCOCC1	-7.0%	.
O=C(NCc1ccccn1)c1cc2ccccc2oc1=O	3.7%	1.9%
O=C(COc1ccc(Cl)cc1)Nc1ncc(Cc2cccc3ccccc23)s1	-4.3%	3.9%
COc1ccc(CNC(=O)C(N)=O)cc1	6.8%	0.4%
C=CCNC(=S)NNC(=O)c1ccc(OCCC)cc1	-1.9%	.
Cc1ccc(S(=O)(=O)Cn2nnnc2CN2CCN(Cc3ccc4c(c3)OCO4)CC2)cc1	-8.9%	7.3%
COC(=O)C1C(=O)CC(C)(O)C(C(=O)OC)C1c1ccccc1F (configuration not stated)	-2.2%	11.6%
COC(=O)C1(C)NC(c2ccc(O)cc2)C2C(=O)N(c3ccc4c(c3)OCCO4)C(=O)C21 (configuration not stated)	0.4%	1.8%
COC(=O)c1ccccc1S(=O)(=O)N1CCC(c2nc3ccccc3o2)CC1	-3.8%	-5.9%
O=C(NC12CC3CC(CC(C3)C1)C2)N1CCC(O)(c2ccc3c(c2)OCO3)CC1	0.6%	-6.6%
c1ccc(CCc2nc(-c3ccccn3)no2)cc1	1.0%	-0.9%
COc1nccnc1NS(=O)(=O)c1ccc(NS(=O)(=O)c2ccc(NC(C)=O)cc2)cc1	11.5%	.
Cc1c(C#N)c2nc[nH]c(=O)c2n1-c1ccccc1	1.8%	2.3%
NNC(=O)c1ccncc1	0.6%	-2.5%
CCOc1ccc(-n2c(COc3ccc(C)cc3)nnc2SCC(N)=O)cc1	-2.7%	-8.2%
CC(C)N=c1cc2n(-c3ccc(Cl)cc3)c3ccccc3nc-2cc1Nc1ccc(Cl)cc1	85.2%	-4.0%
O=c1c2c(nc3c(-c4cccc5ccccc45)c[nH]n13)CCC2	-2.5%	-5.2%
CC(=O)Nc1ccc(N2C(C(C)=O)=NN(c3ccccc3)C2c2cccs2)cc1 (configuration not stated)	-7.5%	.

An excerpt; rates above refer to the full screens.
